From PubChem
PglD DTNB – inhibitors of Campylobacter jejuni PglD acetyltransferase | purified PglD enzyme, DTNB colorimetric CoA detection | inhibition, % at 12.5 µM | hit rate 0.098% among 360,000 | AID 602405; in the data active means inhibition above about 16%, passing the limit was not always enough; further: strong numbers were not always called active
INS-1E GSIS act – primary screen for activators of insulin secretion dependent on glucose, INS-1E cells, GLuc reporter luminescence; AID 743287; INS-1E GLuc reporter insulin secretion, 2-3 h; hit rate 0.61% among 370,000; activation, % at 16.6 µM;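 active means lowest replicate activation of at least 40%, so every replicate reaches that level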;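 further: 0% = median of neutral control wells and 100% = median of IBMX positive control wells; some compounds called inactive have numbers as strong as hits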
LGR2 antag – inhibitors of bursicon-induced Drosophila LGR2 receptor cAMP signaling; hit rate 0.35% among 380,000; inhibition, % at 9.99 µM; HEK293 LGR2, CRE-luciferase, bursicon-stimulated, 4 h;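 active means drop in luminescence signal, shown as inhibition above about 50% in the replicate tests, limit read from the data, passing the limit was not always enough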;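 further: agonist challenge used bursicon conditioned medium at about half maximal strength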
PGC1a acetyl inh – PGC1a acetylation modulation, inhibitor mode | U2OS PGC1a acetylation, AlphaScreen anti-acetyl-lysine; with virally co-expressed GCN5 acetyltransferase | inhibition, % at 15.6 µM | hit rate 0.17% among 350,000;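 active means every replicate shows inhibition of at least 40%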;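 further: 0% = neutral control wells and 100% = positive control wells; some results beyond the cut were filed as inactive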
Cneo AK release – Cryptococcus neoformans lysis via adenylate kinase release; lysis activity, % at 15 µM; C. neoformans lysis, adenylate kinase release luminescence, 4 h; normalised: neutral wells 0, clomiphene wells 100; hit rate 0.2% among 360,000;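 active means mean lysis activity across replicates of at least 80%, whatever share of replicates individually reach that level; inactive means mean lysis activity below 80%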
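Schedule: static 4 h at 37 °C with compound, 1 h detection; system: C. neoformans cells; benchmarks: Clomiphene as positive control; buffer or medium: fresh YPD medium; measure: luminescence rise reflecting yeast cell lysis; measured by: luminescent adenylate kinase detection reagent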
ARNT TACC3 PPI – disruptors of human ARNT/TACC3 interaction; Q9Y6A5; AlphaScreen His-ARNT PAS-B/GST-TACC3 binding, luminescence; TACC3 fragment carries E629A point mutation; inhibition, % at 9.99 µM; hit rate 0.66% among 390,000; AID 623870;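 active means mean inhibition of replicates at least 50% and at least half of replicates each reaching 50%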;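 further: 0% = complete ARNT plus TACC3 wells and 100% = ARNT alone without TACC3; many hits fall short of the cut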
PAX8 inh HTS – inhibitors of PAX8 transcriptional activity in RMG-I cells. AID 652154. hit rate 1.2% among 360,000. RMG-I TPO-luciferase reporter, SteadyGlo, 24 h. inhibition, % at 12.6 µM;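 active means mean replicate inhibition at least 60% with every replicate also reaching 60%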;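 further: luciferase light reporting Pax8 driven TPO promoter activity; plate controls were median of neutral control wells for no effect and mitoxantrone controls for full effect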
C2C12 statin – protects C2C12 myotubes from simvastatin toxicity. ATP luminescence, 48 h; scaled: DMSO 0, geranylgeraniol control 100. rescue of ATP level, % at 7.49 µM. hit rate 0.78% among 330,000;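 active means mean ATP rescue above about 67%, or every replicate alone reaching that limit, limit read from the data, passing the limit was not always enough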;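 further: myotubes were challenged with 10 µM simvastatin during compound exposure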
* hit, by the source's call; · = no result given.

SMILES	PglD DTNB	INS-1E GSIS act	LGR2 antag	PGC1a acetyl inh	Cneo AK release	ARNT TACC3 PPI	PAX8 inh HTS	C2C12 statin
CC(Sc1nnc(N)s1)C(=O)c1c(N)n(C)c(=O)n(C)c1=O (stereo not drawn)	-5	-63	0	3	-2	-1	13	19
Cn1c(SCC(=O)NC2CCS(=O)(=O)C2)nnc1-c1ccco1 (stereo not drawn)	2	8	-12	6	2	-2	-7	-12
CCCc1nc(SCC(=O)c2ccc(OC)cc2)c2ccccc2n1	3	5	-17	-4	-1	-3	5	9
O=C(O)c1c(-c2ccccc2)c(-c2ccccc2)nc2ccccc12	·	3	-24	-5	·	-11	10	0
CCCCNC(=O)[C@H]1C[C@H]1[C@@H](O)[C@H](CO)NC(=O)[C@H](Cc1ccccc1)NC(=O)OC(C)(C)C	0	·	8	6	1	0	-18	-5
O=C(OCC(=O)N1CCCCC1)c1ccc(OC(F)(F)F)cc1	2	-13	-39	7	0	-9	12	7
Cc1cnc(C(=O)Nc2cccc(S(=O)(=O)N(C)C)c2)cn1	-2	-1	3	-10	6	12	-3	·
O=C(COC(=O)/C=C/c1ccc(F)cc1)NCc1ccc2c(c1)OCO2	3	·	·	6	-1	-3	·	-5
O=C1c2ccccc2C(=O)N1Cc1ccccn1	·	3	17	2	·	1	-13	·
O=C(NC1CCCCC1)[C@H]1[C@H](CO)[C@H]2Cn3c(cccc3=O)[C@H]2N1CC1CCCCC1	-1	3	-17	·	4	5	·	-11
Brc1ccsc1-c1csc(-c2ccncc2)n1	8	27	-88	4	3	-1	-3	9
C[C@H]1CN([C@@H](C)CO)C(=O)Cc2cc(NS(=O)(=O)c3ccc(Cl)cc3)ccc2O[C@@H]1CN(C)Cc1ccc(C(=O)O)cc1	·	23	1	5	·	·	·	-28
Cc1ccccc1NC(=O)Nc1ccc2c(c1)C(=O)N(C)[C@@H]1CC[C@H](CC(=O)NCC3CC3)O[C@@H]1CO2	-1	-8	-10	-5	2	2	16	-7
O=C(N1CCCC1)C12CC3CCC(CC(C3)C1)C2	-4	·	·	·	0	·	-12	-22
CCCOC1CCCN(C(=O)CCc2nnc(-c3ccc4c(c3)OCO4)o2)C1 (stereo not drawn)	1	15	-45	·	1	1	-150	5

Two compounds picked at random from the list so far:
SMILES	PglD DTNB	INS-1E GSIS act	LGR2 antag	PGC1a acetyl inh	Cneo AK release	ARNT TACC3 PPI	PAX8 inh HTS	C2C12 statin
Brc1ccsc1-c1csc(-c2ccncc2)n1	8	27	-88	4	3	-1	-3	9
CCCOC1CCCN(C(=O)CCc2nnc(-c3ccc4c(c3)OCO4)o2)C1 (stereo not drawn)	1	15	-45	·	1	1	-150	5

Later entries:
SMILES	PglD DTNB	INS-1E GSIS act	LGR2 antag	PGC1a acetyl inh	Cneo AK release	ARNT TACC3 PPI	PAX8 inh HTS	C2C12 statin
Cc1ccc(S(=O)(=O)Nc2cccc(Cl)c2)cc1NC(=O)c1cccnc1	2	-24	11	-19	0	6	6	-3
CCCC(=O)N1CCC1(C)C(=O)Nc1ccc(OC(F)F)cc1 (stereo not drawn)	7	1	7	9	-1	·	-15	2
Cc1cccc(CC(C)NC(=O)CCc2nnc(-c3ccccc3)o2)n1 (stereo not drawn)	3	3	-8	4	-2	-7	-7	0
Cc1ccnc(NC(=O)c2cccc([N+](=O)[O-])c2C)c1	·	3	34	·	·	6	-2	·
Cc1noc(C)c1NC(=O)Nc1ccc2c(c1)CC(=O)N([C@@H](C)CO)C[C@@H](C)[C@@H](CN(C)C(=O)NC1CCCCC1)O2	-1	7	18	2	-2	-2	-19	10
Cc1cccc(C)c1NC(=O)CN1N=NC2C(=O)N(c3cccc(Cl)c3)C(=O)C21 (stereo not drawn)	0	-8	-13	·	1	-10	3	·
CN1CCN(c2ccc([N+](=O)[O-])c(Sc3nc4ccccc4[nH]3)c2)CC1	-10	-16	-19	-5	2	13	·	-8
CNc1cccc(-c2cccc(C(=O)N3CCOCC3)c2)n1	1	14	-10	13	0	·	·	-11
COc1ccccc1NC(=O)C12CCC(C)(C(=O)C1)C2(C)C (stereo not drawn)	-10	16	10	0	6	6	7	2
CCN(CC)C(=O)C1=C(C)N(Cc2ccccc2)C(=O)C(CC(=O)NCCN2CCOCC2)C1 (stereo not drawn)	-4	5	-24	5	2	·	-13	3
Cc1cccc(C)c1OCC(=O)Nc1ccncc1	-13	0	0	5	1	-3	19	6
CC(C)c1ccc(NC(=O)Cc2cn(C)c3ccccc23)cc1	·	-5	13	-11	·	-1	13	·
Cc1ccc(S(=O)(=O)N2CCC(=O)N(C(COCc3ccccc3)C(C)C)CC2)cc1 (stereo not drawn)	5	-19	-13	·	1	-3	12	7
C=CC[n+]1c(/C=C/c2ccc(OC(C)=O)c(OC)c2)ccc2ccccc21	·	13	12	·	·	-4	16	-14
COc1ccc(OC)c(S(=O)(=O)N(C)CC(=O)N2CCOCC2)c1	-4	0	1	·	-2	-1	15	·
Cc1noc(C)c1S(=O)(=O)Nc1cccc2c1O[C@H](CN(C)Cc1ccc(-c3ccccc3)cc1)[C@H](C)CN([C@@H](C)CO)C2=O	1	-19	9	-7	1	4	-9	4
C[C@H](CO)N1C[C@H](C)[C@H](CN(C)C(=O)Nc2ccc3c(c2)OCO3)OCCCC[C@H](C)Oc2ccc(NC(=O)CCC(F)(F)F)cc2C1=O	-1	-8	1	-10	-2	5	·	·
CN(C)CC(C)(C)CNc1ccc(S(=O)(=O)N2CCCC2)cn1	1	35	3	-12	0	-4	-1	-1
COc1ccc(C=CC(=O)c2ccc([N+](=O)[O-])cc2)cc1	2	14	-5	-9	4	-7	-20	2
CN(C(=O)c1ccco1)c1nnc(-c2ccc(F)cc2)s1	-4	27	-30	·	-3	-9	-122	3
CC(C)CC1C(=O)N(Cc2cn(Cc3ccco3)nn2)CCS(=O)(=O)N1Cc1ccc(-c2ccc(Cl)c(Cl)c2)cc1 (stereo not drawn)	-1	·	·	2	0	·	12	5
O=C(COC(=O)c1ncc(Cl)c(Cl)c1Cl)NCc1ccccc1	0	5	-5	-15	-3	·	2	3
Cc1[nH]n2c(=O)c3c(nc2c1-c1ccc(F)cc1)CCCC3	·	-11	8	0	·	·	4	·
COc1ccc(S(=O)(=O)Nc2ccc3c(c2)CC(=O)N([C@@H](C)CO)C[C@H](C)[C@H](CN(C)C)O3)cc1	6	10	1	-2	2	-19	-5	22
Cc1nnc(SCC(=O)N2CCCC2)n(N)c1=O	·	-1	·	5	·	3	-13	·
COc1ccccc1N1CCN(S(=O)(=O)CCNC(=O)CC2CCCCC2)CC1	3	1	5	3	·	-5	31	10
O=C(O)CC1c2ccccc2C=Cc2ccccc21	-2	·	8	5	9	2	-5	-4
O=C(Nc1ccccc1N1CCCC1)C1CCN(S(=O)(=O)c2ccccc2)CC1	·	-5	-11	·	·	-5	11	26
CCOC(=O)c1cc(-c2cccnc2)nn1-c1ccccc1C	2	13	-19	-11	-2	-8	-14	-4
COc1ccc2c(/C=C/c3cc[n+](C)cc3)c[nH]c2c1	-3	-24	17	3	0	4	37	-88
C=CCc1ccccc1OCCNCc1ccccc1	·	2	-5	·	·	-1	4	·
COC(=O)C1C(OC)=CC(=O)C2CCCCC21 (stereo not drawn)	·	18	-11	·	·	-6	-17	-6
C[C@@H]1CN([C@H](C)CO)C(=O)c2cc(NC(=O)CCCCCC(=O)Nc3ccccc3N)ccc2O[C@H]1CN(C)S(=O)(=O)c1ccc(F)cc1	·	-5	18	-4	·	·	19	·
O=C(COc1cccnc1[N+](=O)[O-])c1ccc(Cl)s1	0	-30	8	1	4	1	17	·
Cc1ccc(C(=O)N/C(=C\c2ccco2)C(=O)NCCN2CCCCC2)cc1C	-2	7	8	·	-5	4	6	19
O=C(O)c1cccc(NCc2cccnc2)c1	-3	·	·	-2	0	-4	·	-3
Cc1noc(C)c1NC(=O)N(C)C[C@H]1OCCCC[C@H](C)Oc2ccc(NS(=O)(=O)c3c(C)noc3C)cc2C(=O)N([C@@H](C)CO)C[C@H]1C	2	13	-3	-1	4	-11	-14	51
CC(C)Nc1nc(C#N)nc(NC(C)C)n1	-3	·	·	18	0	13	·	49
C[C@H](CO)N1C[C@H](C)[C@@H](CN(C)Cc2ccccc2)Oc2ccc(NS(=O)(=O)c3ccccc3)cc2C1=O	3	4	13	-3	-3	11	-18	4
O=C(O)c1ccccc1C(=O)c1ccc2c(c1)N(Cc1ccc(Cl)c(Cl)c1)C(=O)CO2	0	-15	20	-16	-1	2	-2	-7
CN(C)CC#Cc1ccc([C@H]2[C@@H](CO)N3CCCCN(C(=O)NC4CCCC4)C[C@H]23)cc1	4	17	-8	-11	-2	-4	1	·
COc1ccc(-c2n[nH]c(=S)n2/N=C/c2cccn2C)cc1	8	·	·	-11	3	1	-17	·
CCn1nc(C)c(/C=N/NC(=O)Cn2cncn2)c1C	4	11	0	5	-1	·	-16	·
CNC(=O)c1ccc(NC(=O)CCNC(=O)Nc2ccccc2)cc1	1	25	10	·	-1	-3	6	1
Cc1cccc(-c2nnc3sc(-c4ccccc4)nn23)c1	8	18	-25	-8	-2	-7	·	5

2 entries from above, as a markdown table:
| structure | PglD DTNB | INS-1E GSIS act | LGR2 antag | PGC1a acetyl inh | Cneo AK release | ARNT TACC3 PPI | PAX8 inh HTS | C2C12 statin |
| --- | --- | --- | --- | --- | --- | --- | --- | --- |
| C=CCc1ccccc1OCCNCc1ccccc1 | · | 2 | -5 | · | · | -1 | 4 | · |
| CC(C)Nc1nc(C#N)nc(NC(C)C)n1 | -3 | · | · | 18 | 0 | 13 | · | 49 |

Next section.
SMILES	PglD DTNB	INS-1E GSIS act	LGR2 antag	PGC1a acetyl inh	Cneo AK release	ARNT TACC3 PPI	PAX8 inh HTS	C2C12 statin
Clc1cccc(Cl)c1C[n+]1cccc2ccccc21	-3	-1	1	-4	2	-1	14	·
Cc1c(C(=O)N2CCC[C@H]2C(N)=O)oc2c(F)cccc12	0	-7	-15	24	0	-4	-41	3
Cc1ccccc1OCCCN1CCCC1	-5	·	·	·	0	-12	-25	4
C[C@@H]1CCCCO[C@H](CN(C)C(=O)Nc2ccc(C(F)(F)F)cc2)[C@H](C)CN([C@@H](C)CO)C(=O)c2cc(NC(=O)Nc3cccc4ccccc34)ccc2O1	1	14	5	·	-2	8	25	42
CN(CC1COc2ccccc2O1)C(=O)c1ccc(N(C)C)cc1 (stereo not drawn)	·	4	-2	·	·	-1	-27	·
O=C(C(=Cc1ccc(F)cc1)c1ccccc1)c1ccc(O)cc1	-1	·	3	-25	-9	6	12	4
O=S(=O)(c1ccccc1)c1cnc2ccccc2c1	-3	12	-6	6	2	-2	-1	9
CNC[C@@H]1Oc2cc(C3=CCCC3)ccc2S(=O)(=O)N([C@@H](C)CO)C[C@H]1C	·	-5	13	9	·	·	-13	-3
CC(C)Sc1nnc(Cn2c(=O)sc3ccccc32)n1-c1ccccc1	-1	1	11	-6	-1	-3	13	11
Cc1cc(OCC(=O)C(C)(C)C)c2c(-c3ccccc3)cc(=O)oc2c1	-1	2	-8	·	-7	0	25	-11
CC(C)CCNC(=O)COc1cccc2c1OC(C)(C)C2	·	12	3	-2	·	-15	7	·
CCc1ccccc1N(CC(=O)NCCSCc1ccco1)S(C)(=O)=O	-5	-12	-15	1	-1	-3	·	14
Cc1nc(C)c(C(=O)NNC(=O)c2ccc(Br)cc2)s1	·	5	-13	·	·	-2	5	·
O=C(C[C@@H]1CC[C@@H](NC(=O)Nc2cc(F)ccc2F)[C@H](CO)O1)NCc1ccccn1	1	-3	16	-3	4	-13	-2	-1
COC(=O)[C@@]1(C)[C@H]2C(=O)N(Cc3ccccc3)C(=O)[C@H]2[C@H]2CN=C(SCc3ccc(C#N)cc3)N21	-6	-5	1	1	1	-3	-8	-5
CC[C@]12c3[nH]c4cc(CCC(=O)N(C)C)ccc4c3CCN1C(=O)[C@@H](CC(=O)NCCCOC)C[C@@H]2C(=O)N1CCN(C(=O)C2CC2)CC1	0	15	-8	·	0	-7	-28	-4
